Assay outcomes from PubChem.
a7 integrin act – activators of alpha7 integrin expression for muscular dystrophy; alpha7betagal myoblasts, beta-gal FDG fluorescence, 48 h; Potency, µM (doses to about 38.3 µM), for inactives: at the highest dose activation, usual class: activators; 350,000 compounds, 0.064% hits;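 further: potency means the concentration at half of the fitted maximal effect; 100% = response of the positive control SU9516; nearly all actives have a fitted effect of over 60% in size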
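Alpha7betagal+/- myoblasts (passage 13) were plated 16-24 hr, then exposed to compounds (1:260 dilution of DMSO stock) for 48 hours at 37C. After MPER lysis, β-galactosidase reporter activity was read as FDG fluorescence (ex 480/em 540) after 30 minutes.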
Giardia killer – kills Giardia lamblia. activity change, % at 7.66 µM, hits read low. Giardia lamblia trophozoite viability. 340,000 compounds, 0.15% hits; in the data active means activity change below about -80%; inconclusive means between about -30% and that limit;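 further: parasites exposed to compound for two days anaerobically before the ATP read; on the % scale 0 is the no-effect control and ±100 the full control effect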
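Viability, read as ATP luminescence: trophozoites at 100 cells/well, compound added, 48 hrs anaerobic at 37 deg C, then 15-30 min room-temperature development before reading.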
PKM2 activator – increases activity of human pyruvate kinase M2. Potency, µM (titrated, usually from 57.5 µM), inactives show at the top dose activation, actives largely listed as activators. P14618. purified PKM2, Kinase-Glo ATP luminescence, activation; response scale: 0% is enzyme alone, no compound. 260,000 compounds, 0.34% hits; further: potency means the concentration at half of the fitted maximal effect; on the % scale 0 is the no-effect control and ±100 the full control effect; nearly all actives have a fitted effect of over 55% in size
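Purified hPK-M2 (>95%) run at intermediate activity with 0.1 mM ADP and 0.5 mM PEP in 50 mM imidazole pH 7.2, KCl, MgCl2; 1 h room temperature. ATP formed read by Kinase-Glo luminescence; normalized to uninhibited and no-enzyme controls.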
Coupling enz – counter-screen for Giardia aldolase inhibitors: coupling enzyme system; coupling enzyme system counterscreen, AmpLite Red fluorescence; activity change, negative = inhibition, % at 58.2 µM, hits read low; 290,000 compounds, 0.67% hits; in the data active means activity change below about -30%; further: on the % scale 0 is the no-effect control and ±100 the full control effect
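Coupling enzymes only (glyceraldehyde-3-phosphate) + compound, at 57.5 uM final, 10 min RT; add substrate/coupling/AmpLite Red mix, 20 min RT; fluorescence ex 525/em 598 nm. Actives flag coupling-system interference.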
GALK inh – blocks human galactokinase activity | Purified GALK, Kinase-Glo residual ATP luminescence | Potency, µM (series often up to 57.5 µM), for inactives: at the top dose activity change, negative = inhibition, most hits filed as inhibitors | P51570 | 270,000 compounds, 0.007% hits; further: potency means the concentration at half of the fitted maximal effect; on the % scale 0 is the no-effect control and ±100 the full control effect
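Luminescence from leftover ATP (Ultra-Glo luciferase/luciferin) served as read-out after a 1 h room-temperature reaction of 5 nM GALK with 35 uM ATP and 100 uM galactose.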
B2AR arrestin – agonists driving beta-arrestin recruitment to human beta2-adrenergic receptor. P07550. beta-arrestin recruitment to beta2AR, cell-based reporter. Potency, µM (highest dose often 46.1 µM), inactives show top-dose activation, actives largely listed as activators. 330,000 compounds, 0.02% hits. AID 492947;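 further: potency means the concentration at half of the fitted maximal effect; 0% = DMSO controls and full agonism = EC100 isoproterenol or metaproterenol; nearly all actives have a fitted effect of over 65% in size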
ASM inhibitor – inhibitors of human secretory acid sphingomyelinase. P17405. placental ASM, HMU-PC fluorogenic substrate, 60 min. Potency, µM (series often up to 57.5 µM), without a hit: at the highest dose activity change, negative = inhibition, most hits filed as inhibitors. 340,000 compounds, 0.006% hits. AID 504937; further: potency means the concentration at half of the fitted maximal effect
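Human placenta-derived ASM enzyme was preincubated with compound for 10 minutes at room temperature, then given fluorogenic substrate HMU-PC0 (9 uM final) for 60 minutes at 37 °C; a pH 10 stop preceded fluorescence reading at Ex 386/Em 447 nm.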
Tb PFK inh – blocks T. brucei phosphofructokinase. 330,000 compounds, 0.17% hits. Potency, µM (series often up to 57.5 µM), without a hit: at the top dose activity, negative = inhibition, most hits filed as inhibitors. T. brucei PFK, ADP-Glo luminescence. AID 485367. O15648;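 further: potency means the concentration at half of the fitted maximal effect; 0% = uninhibited 1x PFK enzyme wells and -100% = no-enzyme wells; nearly all actives have a fitted effect of over 60% in size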
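In TEA buffer at pH 8.0 with 5 mM MgCl2, enzyme (1.25 nM) converted F6P (0.5 mM) and ATP (0.1 mM) for 45 min at room temperature. ADP product was read by luciferase luminescence.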
Menin MLL FP TR – displaces Texas Red mutant MLL peptide from human menin | O00255 | Potency, µM (top dose mostly 61.6 µM), without a hit: top-dose FP activity change, negative = inhibition, actives largely listed as inhibitors | Menin + Texas Red MLL mutant peptide, fluorescence polarization | 270,000 compounds, 0.23% hits; active means well fitted inhibition curve with a large enough effect in the polarisation, with a control signal flat, not every such curve was filed as active; inconclusive means small, poorly fitted or top-dose-only effect, or effect the other way, or a change in a side signal; inactive means no such curve, though single readings can be large or run the other way; the % refers to the polarisation; further: potency means the concentration at half of the fitted maximal effect; % of control where 0% means no effect; many of its hits are not listed in these tables
Target sequence (O00255 whole entry, looked up): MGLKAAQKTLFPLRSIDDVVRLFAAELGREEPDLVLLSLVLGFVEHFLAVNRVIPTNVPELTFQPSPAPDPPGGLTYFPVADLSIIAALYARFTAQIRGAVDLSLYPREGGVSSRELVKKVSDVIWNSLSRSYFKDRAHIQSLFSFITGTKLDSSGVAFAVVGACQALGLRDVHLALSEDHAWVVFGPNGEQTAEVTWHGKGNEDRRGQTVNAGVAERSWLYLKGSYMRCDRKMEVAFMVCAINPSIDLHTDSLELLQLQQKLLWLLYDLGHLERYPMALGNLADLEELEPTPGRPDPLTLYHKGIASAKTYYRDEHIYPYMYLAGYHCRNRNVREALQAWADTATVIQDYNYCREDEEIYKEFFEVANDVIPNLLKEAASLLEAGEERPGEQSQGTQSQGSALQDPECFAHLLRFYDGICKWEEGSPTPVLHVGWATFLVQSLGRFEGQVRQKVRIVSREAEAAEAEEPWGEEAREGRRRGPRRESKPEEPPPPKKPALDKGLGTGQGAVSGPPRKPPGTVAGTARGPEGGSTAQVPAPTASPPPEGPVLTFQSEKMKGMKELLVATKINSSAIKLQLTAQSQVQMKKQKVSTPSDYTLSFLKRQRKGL
BCR signal inh – blocks chronic active B-cell receptor signaling; ABC-DLBCL IkBa-CBG/CBR reporter, luminescence ratio, 4 h; Potency, µM (top dose mostly 46.1 µM), without a hit: at the highest dose ratio change, negative = lower green/red ratio, usual class: inhibitors; 340,000 compounds, 0.05% hits; active means well fitted inhibition curve with a large enough effect in the signal ratio, with a control signal flat, not every such curve was filed as active; inconclusive means small, poorly fitted or top-dose-only effect, or effect the other way, or a change in a side signal; the % refers to the signal ratio;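 further: potency means the concentration at half of the fitted maximal effect; plate controls were basal doxycycline-induced cells for no effect and cells given 10 µM MG132 for full effect; MG132 reads +100%, hits lower the ratio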
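Doxycycline induced both beetle luciferases in TMD8 lymphoma cells; IKK-driven degradation limits the IkappaBalpha-fused green signal, while red luminescence normalises for cell number and nonspecific effects. Compounds tested up to 46 uM, 4 hrs.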
TSG101-PTAP inh – blocks PTAP/TSG101 interaction to inhibit HIV-1 budding; Q99816; Fluorescence polarization, FITC-PTAP peptide / Tsg101 binding; Potency, µM (series often up to 115 µM), inactives show top-dose activity change, negative = inhibition, usual class: inhibitors; 340,000 tested, under 10 active; AID 493005; active means well fitted inhibition curve with a large enough effect in the main read-out, with a control signal flat, not every such curve was filed as active; inconclusive means small, poorly fitted or top-dose-only effect, or effect the other way, or a change in a side signal; inactive means no such curve, though single readings can be large or run the other way; further: potency means the concentration at half of the fitted maximal effect; % of control where 0% means no effect
Target sequence (Q99816 whole entry, looked up): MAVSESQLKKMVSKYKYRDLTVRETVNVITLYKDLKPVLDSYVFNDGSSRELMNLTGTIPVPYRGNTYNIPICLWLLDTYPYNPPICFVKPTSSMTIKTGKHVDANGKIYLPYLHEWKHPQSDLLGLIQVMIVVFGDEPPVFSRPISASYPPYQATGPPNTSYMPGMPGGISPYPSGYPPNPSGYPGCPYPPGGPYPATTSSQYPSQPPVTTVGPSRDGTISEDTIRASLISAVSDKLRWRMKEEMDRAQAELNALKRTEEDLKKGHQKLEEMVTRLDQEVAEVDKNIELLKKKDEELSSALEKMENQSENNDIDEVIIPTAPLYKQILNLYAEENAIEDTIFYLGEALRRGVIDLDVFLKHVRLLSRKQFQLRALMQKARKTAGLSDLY
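Steps: Tsg101 binding domain dispensed (10 uM final), compounds pinned in DMSO, FITC-labeled PTAP-motif peptide added (50 nM final); after 20 min binding at room temperature, polarization measured.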
Active calls of the source: *; ? = inconclusive; nt = no result given; [ ] = dose if it differs, or a comment. Unless noted, the call rests on the fitted dose curve; in most records, active means well fitted curve in the direction sought with a large enough effect; inconclusive means small, poorly fitted or top-dose-only effect, or another doubt; inactive means no such curve, though single readings can be large; an effect the other way counts as inactive or inconclusive.

SMILES | a7 integrin act | Giardia killer | PKM2 activator | Coupling enz | GALK inh | B2AR arrestin | ASM inhibitor | Tb PFK inh | Menin MLL FP TR | BCR signal inh | TSG101-PTAP inh
Cc1cc2oc(=O)cc(CN3CCOCC3)c2cc1O | ? | -18.3 | nt | -1.9 | -0.5% | -0.3% | 0.7% | 6.8% | 12.5% | -7.4% | -0.9%
COc1ccc(Cl)cc1NC(=O)CN(C)C(=O)c1cccc(S(=O)(=O)N2CCN(C)CC2)c1 | 2.8% | 11.5 | nt | nt | nt | -0.3% | 3.0% | -1.6% | nt | 2.6% | 1.9%
CCCCOc1ccc(-c2nnn(CC(=O)NCc3ccco3)n2)cc1 | -30.4% | 9.8 | 0.8% | 3.3 | 3.2% | 0.3% | -0.6% | 0.6% | -5.5% | 0.3% | -3.0%
CSCC[C@H](NC(=O)OC(C)(C)C)c1nnc(SCC(N)=O)o1 | 0.9% | 20.7 | -3.5% | 3.2 | 1.6% | -0.7% | -0.1% | -1.8% | -1.6% | 1.8% | -2.9%
O=C(CSc1nnnn1C1CCCC1)N1CCCc2ccccc21 | -5.3% | -11.3 | -1.0% | -1.9 | -0.4% | 0.0% | 2.5% | -3.8% | -22.5% | ? | -7.8%
FC(F)(F)c1cccc(NC(=S)NNC(=S)Nc2ccc(Cl)cc2)c1 | nt | nt | -8.0% | -2.0 | nt | -0.6% | nt | ? | nt | ? | nt
COC(=O)c1cccc(NC(=O)c2ccc[n+]([O-])c2)c1 | 0.9% | 31.7[activator] | -0.5% | -1.7 | 6.7% | -0.4% | 1.5% | 2.1% | -20.3% | 0.9% | -0.5%
Cc1csc(=O)n1CC(=O)OC(C)C(=O)Nc1cccc(Cl)c1 (stereo not drawn) | 0.2% | 12.3 | nt | nt | nt | 0.4% | -0.3% | 0.9% | nt | ? | -9.1%
NCCCCC(NC(=O)C1CCCN1C(=O)C1CSSCC(N)C(=O)NC(Cc2ccc(O)cc2)C(=O)NC(Cc2ccccc2)C(=O)NC(CCC(N)=O)C(=O)NC(CC(N)=O)C(=O)N1)C(=O)NCC(N)=O (stereo not drawn) | nt | nt | 0.9% | -1.3 | nt | -1.3% | nt | 0.1% | -3.7% | 2.2% | nt
C[C@H](NC(=O)c1nc[nH]c1C(=O)NCC(=O)OC(C)(C)C)C(=O)OC(C)(C)C | 30.5% | 2.0 | -1.7% | -0.3 | -2.0% | -0.5% | -2.4% | -8.9% | nt | 2.6% | -2.5%
COCCNC(=O)Cc1ccc(Br)cc1 | 21.0% | 1.1 | -6.7% | 0.7 | 2.1% | -0.1% | -0.5% | 1.6% | 9.2% | -0.6% | -2.1%
CCN(CC)c1ccc(C2Nc3cccc4cccc(c34)N2)c(O)c1 | -12.6% | -10.3 | 2.9% | -7.8 | 3.0% | -0.8% | -5.7% | 0.6% | ? | -0.8% | -2.7%
COCCn1c(=NC(=O)c2ccc(S(=O)(=O)N3CCc4ccccc4C3)cc2)sc2cc(S(N)(=O)=O)ccc21 | -27.6% | -5.9 | -6.9% | -0.2 | nt | -0.4% | 20.6% | 4.9% | ? | 0.4% | -1.7%
CN(C)CCN(Cc1cc2cc3c(cc2[nH]c1=O)OCO3)C(=S)NCC1CCCO1 (stereo not drawn) | 4.2% | -0.8 | 0.2% | -1.1 | 3.9% | -0.8% | 52.5%[activator] | -8.5% | -6.3% | 14.6% | -1.4%
CCOc1cc(C(N)=O)cc(Br)c1OC | 25.0% | 0.4 | -15.5% | 0.4 | -1.7% | -0.7% | -2.3% | -1.7% | 7.8% | 6.7% | -0.3%
Cc1cc(NNC(=O)c2ccccc2)nc(NNC(=O)c2ccccc2)n1 | -6.8% | -15.6 | -1.0% | 0.0 | 0.7% | 0.0% | -0.3% | -0.7% | -13.6% | ? | -1.3%
Cc1ccc(S(=O)(=O)N2CCN(c3ccc([N+](=O)[O-])c4cccnc34)CC2)cc1 | -10.5% | ? | -5.6% | -1.2 | 0.7% | -0.2% | -17.1% | -4.2% | 6.9% | ? | 1.1%
CCCN1C2CCCC1CC(NC(=O)Nc1cccc(C(C)=O)c1)C2 (stereo not drawn) | 3.9% | -2.8 | -2.7% | -0.9 | -0.1% | -0.1% | 0.3% | 3.0% | 7.1% | -1.2% | 1.2%
O=C(O)[C@H]1CCCC[C@H]1C(=O)NCCc1ccccc1 | 9.7%[7.66 µM] | -4.9 | -1.5% | 5.1 | 0.2% | -0.8% | -2.0% | -4.0% | 2.0% | ? | -0.5%
Cn1c(SCc2cc([N+](=O)[O-])cc3c2OCOC3)nnc1-c1ccccn1 | -9.8% | -21.1 | -6.4% | -2.5 | -0.6% | 0.1% | 4.6% | -0.8% | 0.3% | 3.9% | 4.3%
CC(=O)c1ccc(Oc2cnccn2)cc1 | 9.2% | -2.3 | -6.8% | 1.3 | -1.1% | -0.1% | -0.1% | -4.9% | -1.8% | 0.9% | 0.0%
COc1cc(S(=O)(=O)NCc2ccc3c(c2)OCO3)ccc1F | 15.1% | -20.7 | nt | -1.3 | -2.5% | -1.0% | 2.2% | 1.3% | 26.2% | -1.9% | -1.1%
O=C(CN1CCN(c2ccc(F)cc2)CC1)NC(=O)NCc1ccco1 | 15.0% | -10.7 | 1.2% | -2.3 | -1.3% | 0.3% | 3.5% | 2.9% | -1.1% | 0.7% | -0.7%
CC1CCCCN1CCCNC(=O)c1ccc(Br)cc1 (stereo not drawn) | -152.4%[inhibitor] | -4.0 | nt | -1.4 | 0.0% | -0.6% | -0.1% | -0.8% | 0.7% | 2.4% | -0.3%
CCOc1cc(CNCCc2ccc(S(N)(=O)=O)cc2)ccc1OCc1ccc(Cl)cc1 | -2.9% | 5.3 | 2.1% | -0.4 | nt | 0.4% | -16.0% | -5.1% | -11.9% | -12.0% | -3.6%
Cc1ccccc1Oc1ncnc(N)c1[N+](=O)[O-] | -11.1% | -10.2 | 2.0% | 0.2 | -0.8% | 0.3% | 0.7% | -0.4% | 2.7% | -6.2% | -1.7%
CC(CC(=O)Nc1ccccc1)n1ccnc1 (stereo not drawn) | ? | 5.1 | -1.3% | 2.8 | 1.6% | 0.0% | 7.0% | -4.6% | 0.0% | 1.9% | -4.3%
O=C1CN(S(=O)(=O)c2ccc(Cl)cc2)CC(=O)N1CCc1ccccc1 | 20.9% | -14.6 | 5.7% | 2.4 | 1.1% | -0.3% | 1.9% | 0.1% | -28.6% | ? | -2.9%
CCCN(C(=O)c1cc2c(s1)CCC2)c1c(N)n(Cc2ccccc2)c(=O)[nH]c1=O | ? | 20.5 | 22.4µM* | 0.3 | -1.7% | -0.4% | 9.3% | -10.1% | nt | 6.5% | -4.5%
COc1ccc(NC(=O)C2CCCN(S(=O)(=O)c3cccc4cccnc34)C2)cc1OC (stereo not drawn) | 0.8% | 6.7 | 5.5% | -5.1 | 0.1% | -0.3% | -2.1% | -4.0% | -2.9% | ? | -4.1%
N#CCCN(C1CCCCC1)S(=O)(=O)CCOc1ccccc1 | -26.2% | 2.8 | 2.1% | 0.6 | -3.9% | -0.9% | 1.1% | 0.0% | -0.1% | 1.2% | 0.3%
CC(=O)Nc1ccc(C(=O)N/N=C/c2cc(Br)cc(Br)c2O)cc1 | 0.0% | -13.2 | -1.3% | 3.0 | -2.2% | 0.1% | -1.7% | 6.2% | ? | 2.6% | -5.7%
CCCOc1ccc(/C=C2/C(=O)ON=C2C)cc1Cl | -20.5% | -4.9 | nt | -1.8 | -1.3% | -0.4% | 1.3% | -0.3% | -5.6% | -4.8% | -3.2%
C(=C\c1ccccn1)/c1ccccn1 | 13.7% | -2.9 | -29.0% | -9.7 | 3.4% | 0.3% | -1.0% | -3.3% | 12.6µM* | -0.3% | 0.7%
COc1ccc(N(C(=O)COc2ccccc2)C2C=CS(=O)(=O)C2)c(OC)c1 (stereo not drawn) | -12.2% | -2.5 | -0.3% | 0.1 | 1.6% | -0.7% | 0.2% | 2.0% | -3.6% | -2.2% | -3.5%
CCOCCCNC(=O)CCCC1=NS(=O)(=O)c2ccccc2N1 | 24.4% | 3.6 | 1.2% | 2.3 | nt | -0.5% | 2.2% | 0.2% | -0.1% | 1.0% | 0.7%
O=C(CN(CCc1ccccc1)S(=O)(=O)c1ccc(Br)cc1)N/N=C/c1ccc2c(c1)OCO2 | -14.7% | 4.3 | -9.3% | 0.9 | 0.0% | 0.1% | -12.4% | -7.8% | -5.1% | -3.8% | -2.5%

Only part of the results is shown; rates above refer to the full screens.
